# CF NFkB block: inhibitors of cystic fibrosis induced NF-kB | hit rate 0.86% among 360,000 | inhibition, % at 5 µM | AID 588850 | KKLEB NF-kB-GFP reporter, PAF-induced, GFP fluorescence overnight;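 active = at least 50% inhibition at 5 µM, scaled per plate between neutral and stimulator controls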;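 note: PAF is a Pseudomonas aeruginosa culture filtrate used as stimulus; plate controls were PAF-stimulated DMSO wells for no effect and unstimulated DMSO wells for full effect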
# Peg3 prom inh: inhibitors of Peg3 promoter. HeLa PEG-Prom luciferase reporter, luminescence, overnight. inhibition, % at 20 µM. hit rate 1.7% among 360,000;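 active = inhibition of at least 50% at 20 µM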
# KKLEB tox: reduces viability of KKLEB cystic fibrosis airway cells | hit rate 0.36% among 360,000 | KKLEB CF airway cells viability, ATPlite luminescence, overnight; active compounds read low; cells stimulated with P. aeruginosa culture filtrate | activity change (cytotoxicity), % at 5 µM;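 active = corrected activity change at or below -50% at 5 µM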
# Shn3 inh set2: reduces Shn3 3'UTR luciferase signal in osteoblasts; inhibition, % at 12.5 µM; Clone20 osteoblast Shn3 3'UTR firefly luciferase, 24 h; hit rate 0.52% among 360,000; AID 588674;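 active = mean inhibition of at least 75% with every replicate also reaching 75%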;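 note: 0% = median of neutral control wells and 100% = pilot-screen positive control compound; some compounds past the cut are filed as inactive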
# HIF-2a block: inhibitors of HIF-2a; 786-0 RCC cells HIF-2a reporter, luciferase luminescence, overnight; inhibition, % at 18.8 µM; hit rate 0.72% among 360,000;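 active = inhibition of the luminescence signal of 40% or more relative to plate controls, in a single-dose primary screen at 18.75 µM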
# PDI inh: blocks human protein disulfide isomerase activity; P07237; PDI insulin aggregation turbidity, A650, 90 min; inhibition, % at 10 µM; hit rate 0.052% among 350,000; AID 588391;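 active = mean inhibition across replicates of 30% or more, whatever share of single replicates reach that level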;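 note: absorbance from insulin aggregation driven by PDI reduction with DTT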
# Target sequence (P07237 whole entry, looked up): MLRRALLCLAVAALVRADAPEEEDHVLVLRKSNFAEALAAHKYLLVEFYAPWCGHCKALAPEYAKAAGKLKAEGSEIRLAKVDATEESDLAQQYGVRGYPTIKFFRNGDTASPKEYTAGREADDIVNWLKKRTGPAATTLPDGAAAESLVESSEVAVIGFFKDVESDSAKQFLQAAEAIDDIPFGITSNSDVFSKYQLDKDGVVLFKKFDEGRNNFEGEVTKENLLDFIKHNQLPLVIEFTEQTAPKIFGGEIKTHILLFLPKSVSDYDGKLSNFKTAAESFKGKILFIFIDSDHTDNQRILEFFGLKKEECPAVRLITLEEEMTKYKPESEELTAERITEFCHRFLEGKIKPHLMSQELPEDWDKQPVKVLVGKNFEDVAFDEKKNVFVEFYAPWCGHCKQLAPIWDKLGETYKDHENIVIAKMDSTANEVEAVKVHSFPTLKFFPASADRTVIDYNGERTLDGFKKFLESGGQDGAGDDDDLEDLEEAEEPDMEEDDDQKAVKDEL
# Vif imaging: inhibitors of HIV Vif. inhibition, % at 7.49 µM. HEK293T cells, Vif self-association by quenched fluorescence, imaging, 24 h. hit rate 0.35% among 340,000; in the data active = inhibition above about 50%, passing the limit was not always enough; note: some results filed as inactive read as strong as hits
# NR2E3 ag-1: activates human NR2E3 receptor; Q9Y5X4; CHO-S Gal4-NCOR/VP16-NR2E3 two-hybrid, luciferase; inhibition of corepressor binding, % at 3.98 µM; hit rate 0.35% among 360,000; AID 602229;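 active = inhibition above the mean of all tested compounds plus 3 SD, cut at about 70% in these data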;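 note: 0% = DMSO with NR2E3 transfected cells and 100% = cells lacking NR2E3 construct; higher means lower luciferase signal from less NR2E3 corepressor binding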
# Target sequence (Q9Y5X4 whole entry, looked up, the tested form may be a part): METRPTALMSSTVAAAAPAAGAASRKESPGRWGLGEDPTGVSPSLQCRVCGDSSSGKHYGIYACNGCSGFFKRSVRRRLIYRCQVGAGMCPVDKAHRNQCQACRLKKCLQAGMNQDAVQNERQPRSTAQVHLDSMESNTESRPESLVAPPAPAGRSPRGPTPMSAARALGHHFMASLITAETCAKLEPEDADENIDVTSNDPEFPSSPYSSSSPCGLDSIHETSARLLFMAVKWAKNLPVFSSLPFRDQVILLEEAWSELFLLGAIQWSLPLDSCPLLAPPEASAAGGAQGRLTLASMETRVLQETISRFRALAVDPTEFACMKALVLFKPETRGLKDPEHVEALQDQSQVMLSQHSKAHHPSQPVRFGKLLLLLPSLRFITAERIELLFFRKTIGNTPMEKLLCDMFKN
# CaV13 ICDI inh: Primary screen for inhibitors of IQ motif and Ca2+-dependent inactivation inhibitor domain binding in CACNA1D, Förster resonance energy transfer in living cells, … | HEK cells, CFP/YFP FRET ICDI-IQ, plate reader, 10 min; percent FRET-ratio fall versus neutral wells | inhibition, % at 12.3 µM | hit rate 0.098% among 340,000 | AID 743397;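 active = mean replicate inhibition of at least 30% and at least 1% of replicates passing that level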;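 note: 0% = median of the neutral control wells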
# NR2E3 ag-2: NR2E3 (human) agonism; Q9Y5X4; GST-NR2E3/biotin-RetCOR TR-FRET, 1536-well; inhibition of corepressor binding, % at 4.78 µM; hit rate 0.12% among 320,000; AID 2300;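 active = percent inhibition above the cutoff of mean plus 3 SD of all tested compounds, set per screening campaign, cut at about 20% in these data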;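 note: 0% = DMSO wells and 100% = biotin wells as full block of FRET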
#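 System: GST-tagged NR2E3 plus biotinylated RetCOR corepressor; Buffer or medium: pH 7.5 Tris-based buffer; Probe or stimulus: RetCOR corepressor, biotinylated, 7 nM; Doses: compound at 4.8 µM, single dose; Schedule: 5 h incubation at 4 °C; Technique: time-resolved FRET; Evaluation: percent inhibition of TR-FRET ratio; Replication: one well per compound, singlicate testing.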
# TRPM1 prom inh: reduces MITF-dependent TRPM1 promoter luciferase signal; SK-MEL-5 TRPM1 promoter luciferase, 24 h; hit rate 0.83% among 330,000; inhibition, % at 12.5 µM; AID 488899;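 active = mean inhibition across replicates of 60% or more, whatever share of single replicates reaches that level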; note: values of inactives mirror those of a sister screen read the other way
# Starred values were filed as active, the others as inactive; . = no result given.
SMILES,CF NFkB block,Peg3 prom inh,KKLEB tox,Shn3 inh set2,HIF-2a block,PDI inh,Vif imaging,NR2E3 ag-1,CaV13 ICDI inh,NR2E3 ag-2,TRPM1 prom inh
CC1ON=C(c2ccc(F)cc2)NC1=O (stereo unspecified),7,-11,1,10,2,-4,10,-26,22,.,.
COc1ccc(-c2c(C#N)c(C)nc3c2C(=O)c2ccccc2-3)cc1,5,33,-3,16,12,-4,12,-17,-4,-2,7
O=C(Nc1ccc2c(c1)OCO2)C1CCCN1C(=O)Nc1ccccc1 (stereo unspecified),0,-9,9,13,-3,0,2,-7,-5,1,9
Nc1ccc2c(c1)nnn2-c1ccccc1,-5,-61,-3,-12,-40,-7,5,-13,-6,0,-38
CCCn1c(C)cc(=O)c2cc(NC(=O)c3ccccn3)ccc21,-10,23,4,54,17,-1,-3,-24,.,3,4
COc1cc(OC)cc(-c2oc(=O)c3cc(OC)c(OC)cc3c2C#CCCCO)c1,-56,-11,15,-9,14,-3,.,10,-4,9,-15
CCN(CC)c1nc(C#N)cc(-c2ccc(OC)cc2)n1,17,24,-25,30,9,7,4,-89,-4,2,28
Cc1ccn2c(NC3CCCCC3)c(C)nc2c1,-9,11,-2,14,3,-5,-13,14,-4,-4,11
Cc1ccc(S(=O)(=O)N2CC3(O)CN(C(=O)OC(C)C)N(C(=O)OC(C)C)CC3(OC(=O)NCC3CCCCC3)C2)cc1 (stereo unspecified),18,18,-12,10,-7,6,-2,-23,-5,.,.
CCn1c(=O)c(C(=O)NNS(=O)(=O)c2ccc(Cl)cc2)c(O)c2ccccc21,1,2,6,20,20,-2,-4,-32,-2,0,9
COc1cc(/C=N/Nc2nc3ccccc3[nH]c2=O)ccc1O,17,10,-26,-8,17,-1,1,-11,8,-9,4
CCC(C)NC(=O)c1ccccc1NC(=O)c1ccc(CSc2ccc(C)cc2)cc1 (stereo unspecified),16,5,-14,-15,-2,-4,-2,14,-7,-3,-7
C/C(=N/NC(=O)C1CCCCC1)c1ccc([N+](=O)[O-])cc1,9,-36,-13,-25,-18,-3,12,-14,-6,0,-14
O=C(NCc1ccccc1Cl)C1CCCO1 (stereo unspecified),5,8,3,1,4,9,-10,-13,-5,2,-2
CCN(CC)C(=O)Cn1cnc2c1c(=O)n(C)c(=O)n2C,-2,10,-5,20,1,-13,3,10,-4,-1,9
Cc1ccc(C)c(NC(=O)NNC(=O)CCc2ccccc2)c1,20,7,-4,12,15,-3,8,-6,.,-2,21
O=c1[nH]c(SCc2ccccc2Cl)nc2c1CCCC2,13,40,4,-15,4,0,-7,-16,-9,-1,13
O=c1ccn(-c2cccc(C(F)(F)F)c2)nc1-c1ccn(-c2ccccc2F)n1,22,36,-26,18,24,4,-18,22,.,4,-16
COc1ccc(C(=O)N/N=C/c2cc3ccccc3[nH]c2=S)cc1,-4,-57,3,-13,-72,-6,-3,-19,-3,-5,20
Cc1ccc(S(=O)(=O)N2CCOCC2)cc1NC(=O)CNCc1cccnc1,2,12,0,-7,20,1,-2,-2,-2,0,-10
CCCOC(=O)c1c(NC(=O)c2cnn3c2NC(c2ccccc2)CC3C(F)(F)F)sc2c1CCCC2 (stereo unspecified),8,-4,1,11,23,-6,0,8,-2,1,0
CCc1ccc(OC2(C)CCN(CCOc3ccc(C)cc3)C2)cc1 (stereo unspecified),-5,15,-4,4,9,-1,3,11,-6,.,.
O=C(c1ccccc1)c1ccc(OCC(O)CN2CCN(S(=O)(=O)N3CCCCC3)CC2)cc1 (stereo unspecified),-8,16,-11,52,5,13,-22,2,-8,-2,17
COc1ccc(NC(=O)CSc2nnc(NC(=O)CN3CCOCC3)s2)cc1,-19,1,16,9,8,-4,0,18,-2,2,6
CC(=O)NCCc1c(C)n(Cc2ccccc2)c2ccccc12,9,16,-4,19,24,12,-14,12,-6,1,5

# Fetched by structure from the list above, five records:
SMILES,CF NFkB block,Peg3 prom inh,KKLEB tox,Shn3 inh set2,HIF-2a block,PDI inh,Vif imaging,NR2E3 ag-1,CaV13 ICDI inh,NR2E3 ag-2,TRPM1 prom inh
CCc1ccc(OC2(C)CCN(CCOc3ccc(C)cc3)C2)cc1 (stereo unspecified),-5,15,-4,4,9,-1,3,11,-6,.,.
O=C(c1ccccc1)c1ccc(OCC(O)CN2CCN(S(=O)(=O)N3CCCCC3)CC2)cc1 (stereo unspecified),-8,16,-11,52,5,13,-22,2,-8,-2,17
CCCOC(=O)c1c(NC(=O)c2cnn3c2NC(c2ccccc2)CC3C(F)(F)F)sc2c1CCCC2 (stereo unspecified),8,-4,1,11,23,-6,0,8,-2,1,0
COc1cc(OC)cc(-c2oc(=O)c3cc(OC)c(OC)cc3c2C#CCCCO)c1,-56,-11,15,-9,14,-3,.,10,-4,9,-15
CCn1c(=O)c(C(=O)NNS(=O)(=O)c2ccc(Cl)cc2)c(O)c2ccccc21,1,2,6,20,20,-2,-4,-32,-2,0,9

# (cont.)
SMILES,CF NFkB block,Peg3 prom inh,KKLEB tox,Shn3 inh set2,HIF-2a block,PDI inh,Vif imaging,NR2E3 ag-1,CaV13 ICDI inh,NR2E3 ag-2,TRPM1 prom inh
COc1cc(/C=C2\SC(=S)N(NC(=O)c3ccccc3O)C2=O)ccc1O,10,-7,10,-18,-9,16,-3,-19,-30,3,-6
CCOC(=O)c1sc2ncn(C(C)C(=O)OC)c(=O)c2c1C (stereo unspecified),11,-22,-1,55,-9,-12,2,-16,-4,-4,3
Cc1ccc(C)c(NC(=O)CN(C)C(=O)C2COc3ccccc3O2)c1 (stereo unspecified),-17,5,0,-1,4,1,-3,-2,-6,1,3
CCCCNC(=O)Nc1ccc2c(c1)N(C)C(=O)c1ccccc1S2,16,20,3,2,24,3,.,-5,-21,1,-6
CCCCCn1c(=O)[nH]c2cc(C(=O)NCCCN3CCCCC3C)ccc2c1=O (stereo unspecified),5,16,-4,-10,13,3,-2,1,-4,6,-33
O=C(Cn1c(=O)oc2cc(S(=O)(=O)NCc3ccccc3)ccc21)N1CCCC1,-2,4,-5,-6,13,-17,-6,5,-15,1,-7
CC1CCCCN1C(=O)CSc1nnc(CSc2ncccn2)n1C (stereo unspecified),6,0,-4,-11,7,19,-1,9,-4,-1,-2
C=C1C2(C(=O)Nc3nccs3)CCC(C2)C1(C)C (stereo unspecified),8,-3,-1,2,12,-10,3,-1,-6,-1,-1
O=C(CSc1nc(O)cc(=O)n1-c1ccccc1)Nc1ccc(Br)cn1,3,5,15,0,13,11,6,8,-3,1,-8
CCSc1nc2sc3c(c2c(=O)n1-c1ccccc1C)CCN(C)C3,-3,-1,7,5,7,5,2,-27,-18,1,-1
COC(=O)Cc1[nH]nc2c1C1(C(=O)N(Cc3ccccc3)c3ccccc31)C(C#N)=C(N)O2 (stereo unspecified),8,-2,-7,-5,10,9,7,-4,.,-2,-8
O=C(CCS(=O)(=O)c1cccs1)Nc1ccc(C(=O)NC2CCCC2)cc1,-10,10,11,3,8,3,-4,-3,-2,2,13
COc1ccc(C2N(c3ccc(F)cc3)C(=O)C3CCCN32)cc1 (stereo unspecified),26,3,-4,4,10,.,3,-31,-2,-4,.
COCc1nnc(NS(=O)(=O)c2ccc(C)cc2)s1,1,14,0,-2,5,8,7,-18,-4,-1,4
CN(C)c1ccc(CN(C)C2CCCCC2)cc1,2,-1,5,10,4,-9,13,3,.,1,-4
NS(=O)(=O)c1ccc(CCNC(=O)C(=O)NCC2OCCN2S(=O)(=O)c2ccc(Cl)cc2)cc1 (stereo unspecified),0,4,-7,8,1,.,-7,-15,-6,-4,2
CCOc1ccc2nc3ccc4[nH]onc4c3c2c1,-53,-51,6,-18,-154,3,-2,-9,-26,5,-23
Cc1c(Cl)cnc(NC(=O)COC(=O)[C@H](C)NC(=O)c2ccccc2)c1Cl,2,-7,-1,-2,6,-12,23,-5,-3,0,3
CC1=C(C(=O)OC(C)C)C(c2ccncc2)n2ncnc2N1 (stereo unspecified),4,-18,0,-3,12,6,2,-2,.,-2,14
Cc1nc(CSc2ccc(Cl)cc2)cc(NCc2ccccc2)n1,17,-74,-10,-5,-77,-1,4,-48,.,1,-8
CC(=O)C1C=CC(C)(C(=O)O)C2C=C(C)C(=O)C(C)(O)C12 (stereo unspecified),13,7,8,-37,9,-59,20,10,-10,.,19
O=C(NCc1ccc2c(c1)OCO2)C1CCN(C(=O)Nc2ccc(Cl)cc2)CC1,-28,17,-4,14,20,0,-11,-3,-3,-6,0
CN1CCC(=O)N([C@H](CSc2ccccc2)c2ccccc2)CC1,8,-62,-13,-8,-81,7,1,-9,-5,1,-19
O=C(N=C1SC2CS(=O)(=O)CC2N1c1ccccc1Cl)C1CCCO1 (stereo unspecified),-7,-1,8,3,8,12,5,-6,-3,2,6
COC(=O)CCC(=O)Nc1cccc2ccccc12,-6,0,4,7,17,8,18,-18,-2,-2,4
O=C(CSc1nnc(-c2ccccc2O)o1)N1CCOCC1,-11,-169,13,-80,-114,-2,-7,-42,-3,.,-58
COc1cc(-c2cnc3c(NC=O)cc(-c4ccc(N5CCN(C)CC5)cc4)cn23)cc(OC)c1OC,18,-139,-4,-77,-112,13,28,-47,-6,.,.

# One compound at a time, from the list above. Screens in order: CF NFkB block | Peg3 prom inh | KKLEB tox | Shn3 inh set2 | HIF-2a block | PDI inh | Vif imaging | NR2E3 ag-1 | CaV13 ICDI inh | NR2E3 ag-2 | TRPM1 prom inh
# CCN(CC)c1nc(C#N)cc(-c2ccc(OC)cc2)n1 as listed: 17 | 24 | -25 | 30 | 9 | 7 | 4 | -89 | -4 | 2 | 28
# CC1CCCCN1C(=O)CSc1nnc(CSc2ncccn2)n1C (stereo unspecified) as listed: 6 | 0 | -4 | -11 | 7 | 19 | -1 | 9 | -4 | -1 | -2
# Cc1ccn2c(NC3CCCCC3)c(C)nc2c1 as listed: -9 | 11 | -2 | 14 | 3 | -5 | -13 | 14 | -4 | -4 | 11
